Compound activity (PubChem BioAssay)
GDH-TPI counter = counter-screen for M. tuberculosis FBA inhibitors: GDH-TPI coupled enzymes. GDH-TPI coupled enzyme counterscreen, NADH absorbance. inhibition, % at 4.8 µM. hit rate 1.2% among 360,000; in the data active means inhibition above about 30%;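 further: 0% = DMSO wells and 100% = wells lacking the enzyme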
BoNT-A LC inh2 = inhibitors of Botulinum neurotoxin A light chain protease; AID 588499; multiplex microsphere protease substrate cleavage, flow cytometry; inhibition, % at 10 µM; hit rate 0.17% among 360,000; further: plate controls were buffer without enzyme for full effect and enzyme alone for no effect
Mtb BioA inh = inhibitors of Mycobacterium tuberculosis BioA enzyme; AID 602481; hit rate 0.096% among 360,000; inhibition, % at 9.99 µM; purified M. tuberculosis BioA enzyme, plate reader; in the data active means inhibition above about 40%; inconclusive means no clear call, values can overlap the other calls
Mtb FBA inh = inhibitors of M. tuberculosis fructose-bisphosphate aldolase | P9WQA3 | purified M. tuberculosis FBA, fluorescence read-out | inhibition, % at 1 µM | hit rate 2.3% among 360,000; in the data active means inhibition above about 27%;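 further: 0% = vehicle and 100% = reference inhibitor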
BoNT F protease = blocks Botulinum neurotoxin F light chain protease; inhibition, % at 10 µM; hit rate 0.22% among 360,000; Multiplex microsphere protease cleavage assay, flow cytometry; in the data active means inhibition above about 35%, passing the limit was not always enough; inconclusive means no clear call, values can overlap the other calls; further: plate controls were buffer without enzyme for full effect and enzyme alone for no effect
FadD28 FP inh = blocks FadD28 binding to the bisubstrate probe | fluorescence polarization | inhibition, % at 12.5 µM | hit rate 0.22% among 360,000; in the data active means inhibition above about 8.5%, passing the limit was not always enough; inconclusive means no clear call, values can overlap the other calls
Anthrax LF prot = inhibitors of Bacillus anthracis lethal factor protease; hit rate 0.12% among 360,000; P15917; AID 588501; multiplex microsphere protease cleavage assay, LF; inhibition, % at 10 µM; further: plate controls were buffer without enzyme for full effect and enzyme alone for no effect
Target sequence (P15917 whole entry, looked up): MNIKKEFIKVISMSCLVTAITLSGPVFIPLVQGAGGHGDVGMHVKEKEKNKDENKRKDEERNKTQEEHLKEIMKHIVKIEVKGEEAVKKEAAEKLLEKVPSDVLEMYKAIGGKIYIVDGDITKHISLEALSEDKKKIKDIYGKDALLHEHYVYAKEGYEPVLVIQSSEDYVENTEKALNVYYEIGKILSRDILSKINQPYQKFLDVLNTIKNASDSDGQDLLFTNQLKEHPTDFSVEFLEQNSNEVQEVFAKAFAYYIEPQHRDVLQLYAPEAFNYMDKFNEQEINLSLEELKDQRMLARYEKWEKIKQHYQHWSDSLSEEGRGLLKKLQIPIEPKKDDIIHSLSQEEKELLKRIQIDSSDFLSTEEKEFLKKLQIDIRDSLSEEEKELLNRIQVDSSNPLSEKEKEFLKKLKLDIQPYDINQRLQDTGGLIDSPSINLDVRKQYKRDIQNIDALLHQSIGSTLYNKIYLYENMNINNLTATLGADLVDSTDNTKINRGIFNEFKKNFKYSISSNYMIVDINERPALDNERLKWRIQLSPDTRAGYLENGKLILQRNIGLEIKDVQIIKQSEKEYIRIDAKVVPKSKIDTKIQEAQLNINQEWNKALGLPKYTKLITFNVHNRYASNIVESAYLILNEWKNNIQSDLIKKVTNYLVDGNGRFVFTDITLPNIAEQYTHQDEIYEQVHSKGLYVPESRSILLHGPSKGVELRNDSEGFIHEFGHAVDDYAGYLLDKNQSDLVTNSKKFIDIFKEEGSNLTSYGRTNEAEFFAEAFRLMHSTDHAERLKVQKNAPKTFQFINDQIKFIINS
UGM FP inh = blocks M. tuberculosis UGM enzyme; P9WIQ1; purified UGM, fluorescence polarization probe displacement; inhibition, % at 10 µM; hit rate 0.06% among 320,000; AID 504406; in the data active means inhibition above about 10%, passing the limit was not always enough; inconclusive means no clear call, values can overlap the other calls
PfHsp40 rescue = rescue of PfHsp40-mediated yeast toxicity. S. cerevisiae expressing PfHsp40, growth rescue, ATP luminescence. growth rescue, % at 12.5 µM. hit rate 0.68% among 340,000; in the data active means growth rescue above about 28%, passing the limit was not always enough; inconclusive means no clear call, values can overlap the other calls;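 further: yeast W303a lacking pdr1 and pdr3 grown in galactose medium; growth measured after three days at 30 °C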
Numbers without * were called inactive; ? = inconclusive; . = no result given; & = joins results of further samples. Unless noted, no stated cut-off is given here; in the data, active means inhibition above about 30%; inconclusive means no clear call, values can overlap the other calls; inactive means below that.

Molecule	GDH-TPI counter	BoNT-A LC inh2	Mtb BioA inh	Mtb FBA inh	BoNT F protease	FadD28 FP inh	Anthrax LF prot	UGM FP inh	PfHsp40 rescue
CCOc1c2ccc(C(=O)N[C@H](C)C3CCCCC3)cc2nn1CC	15	-0.5	1.7	64*	-7	-0.8	-2	-4.2	0.9
C[C@@H]1CN([C@H](C)CO)C(=O)c2cc(NS(=O)(=O)c3ccc(F)cc3)ccc2O[C@@H]1CN(C)Cc1ccc(Cl)c(Cl)c1	9	-0.3	-2.3	3	-1	-2.4	7	.	2.0
CCOc1ccc(C(C)=O)cc1NC(=O)/C=C\C(=O)O	1	-1.4	0.0	-3	-3	-0.7	-1	-1.5	0.4
CCOc1ccc(S(=O)(=O)N2CCN(C(=O)CN3C(=O)NC4(CCCC4)C3=O)CC2)cc1	0	.	.	6	.	-0.1	.	-1.2	0.1
C[C@H]1CN=C(N(C)C)N1CCCCc1ccccc1	12	-0.1	-3.1	6	-4	-0.9	3	3.4	0.9
N#CC(C(=O)CCN1C(=O)C2CC=CCC2C1=O)c1nc2ccccc2[nH]1 (configuration not stated)	19	-0.6	-2.2	47*	-9	-1.2	-1	0.1	-0.1
CC1(C)OC(=O)C2(Cc3ccccc3N3CCCCC32)C(=O)O1 (configuration not stated)	10	1.5	-1.0	-3	3	-1.2	-4	0.1	0.0
Cc1cc(C)nc(N2CCN(S(=O)(=O)c3ccc(F)cc3)CC2)n1	-3	0.0	-0.6	0	-16	-2.5	0	1.4	0.9
CC1CCCCC12NC(=O)N(CC(=O)OCC(=O)N(C)C1CCCCC1)C2=O (configuration not stated)	2	-3.3	-0.9	2	-4	-0.5	-3	-1.3	-0.2
Oc1ccc(C=NNC(=S)Nc2cccnc2)nc1	50*	-0.4	.	5	-6	-3.4	2	.	2.3
O=C(COc1ccc(C(=O)c2ccccc2)cc1)Nc1ncccc1O	6	1.1	-1.0	-1	-3	-3.7	1	-1.6	1.0
C#CCSc1nnc(-c2cc3c(C(F)(F)F)nn(C)c3s2)n1C	7	-0.4	1.3	-4	2	-0.4	-1	-4.2	5.7
O=C(NCC1CCCO1)c1ccccc1NC(=O)c1cccc2ccccc12 (configuration not stated)	6	1.1	1.6	3	0	-0.9	10	0.1	0.8
CC(Nc1cc(C)cc(C)c1)=[N+](C)CCNS(=O)(=O)c1ccc(Cl)cc1	-3	-1.1	2.5	-1	2	-0.1	-5	-2.1	0.8
O=C(COc1ccccc1)Nc1ccc(S(=O)(=O)N2CCCC2)cc1	-1	0.5	2.4	-2	-6	-1.0	-3	.	0.0

The last four records of the part before come first, to join the parts.
Molecule	GDH-TPI counter	BoNT-A LC inh2	Mtb BioA inh	Mtb FBA inh	BoNT F protease	FadD28 FP inh	Anthrax LF prot	UGM FP inh	PfHsp40 rescue
C#CCSc1nnc(-c2cc3c(C(F)(F)F)nn(C)c3s2)n1C	7	-0.4	1.3	-4	2	-0.4	-1	-4.2	5.7
O=C(NCC1CCCO1)c1ccccc1NC(=O)c1cccc2ccccc12 (configuration not stated)	6	1.1	1.6	3	0	-0.9	10	0.1	0.8
CC(Nc1cc(C)cc(C)c1)=[N+](C)CCNS(=O)(=O)c1ccc(Cl)cc1	-3	-1.1	2.5	-1	2	-0.1	-5	-2.1	0.8
O=C(COc1ccccc1)Nc1ccc(S(=O)(=O)N2CCCC2)cc1	-1	0.5	2.4	-2	-6	-1.0	-3	.	0.0
CC(C)Cc1oc(C(=O)O)cc1CN	5	0.5	-0.8	2	5	-1.5	-1	-4.1	-1.1
COc1ccc2c(c1)CCC1C2CCC2(C)C(O)C(=O)CC12 (configuration not stated)	-4	-0.4	3.5	-2	-3	-4.4	-2	.	3.4
Cc1nc(SCCc2nc3ccccc3[nH]2)c2oc3ccccc3c2n1	0	-0.8	-0.6	1	-12	-2.4	3	-3.3	17
COc1cccc(-c2nnc(-c3ccco3)o2)c1	7	-0.1	-2.6	62*	8	-0.5	-1	.	0.7
CCCOc1cccc(CN2CCCCC2c2cccnc2)c1 (configuration not stated)	2	0.7	0.7	0	4	-1.0	0	0.5	-0.6
CCSCCc1nnc(NC(=O)Nc2cccc(C(F)(F)F)c2)s1	9	-1.0	.	0	-2	-2.7	0	-0.6	2.6
COc1ccc(C(=O)C=Cc2cccs2)c(O)c1	16	0.3	0.2	-3	-8	-3.4	0	.	7.6
O=C(CCc1nc(-c2ccc(F)cc2)no1)NCc1ccccc1CN1CCOCC1	12	0.4	0.3	0	0	-0.6	10	5.2	-2.4
COc1ccc(/C=C/C(=O)OCC(=O)NC(=O)NC(C)(C)C)cc1	3	-1.4	.	-5	-5	-1.1	-2	-1.8	-0.4
COc1ccc(/C=C2/S/C(=N/S(=O)(=O)Cc3ccccc3)NC2=O)cc1OC	17	0.5	.	5	4	-3.7	2	-2.6	-0.8
O=C(CCN1CCOCC1)N1CCCC(Nc2ccc(F)cc2)C1 (configuration not stated)	-5	0.3	-0.5	-1	2	-4.2	0	-2.2	1.3
Cc1ccc(CNC(=O)C(=O)NCC2OCCN2C(=O)c2cccs2)cc1 (configuration not stated)	-9	0.6	1.0	4	-2	-1.7	-6	-0.2	-0.6
Fc1ccccc1Nc1nc(Cl)nc(Cl)n1	-7	0.7	0.5	0	3	-2.5	-2	1.2	0.7
O=C(CN1CCCCCC1)Nc1ccccc1	-2	-0.6	.	2	2	-3.1	0	-1.2	5.4
CC1(C)CC(NC(=O)C(=O)NCCc2ccc(Cl)cc2)CC(C)(C)N1	9	-0.3	.	-5	-6	-2.4	-1	0.2	0.0
O=C(NCc1nc2ccccc2[nH]1)C1=C[C@H](C2CCCCC2)C[C@H](OCCCCO)O1	3	0.0	-0.2&-1.6	-2	3	-5.8	1	0.1	-0.8
COc1ccc(C2=NS(=O)(=O)N(C)C(C(=O)N(C)Cc3ccccc3)=C2)cc1	34*	0.1	-2.2	5	-16	-4.2	4	3.8	0.8
Cc1ccc(C(C[N+](=O)[O-])c2c(C)[nH]n(-c3ccccc3)c2=O)cc1 (configuration not stated)	25	2.2	-0.8	1	11	-0.4	2	4.8	-0.5
COc1ccc(CC[n+]2cc(/N=C(\C)[O-])on2)cc1OC	13	?	-0.8	4	7	0.8	-4	2.9	-1.7
O=C1SC(Cc2ccccc2)C(=O)N1c1ccccc1 (configuration not stated)	-1	.	-0.3	0	.	-1.5	.	-1.0	.
O=C(NNc1nc2cc3c(cc2s1)OCO3)c1ccc(F)cc1	-13	0.2	0.3	5	0	-0.6	0	3.9	-0.4
Cc1cc(C(=O)COC(=O)c2ccc[nH]c2=O)c(C)n1-c1ccccc1	7	-0.3	-5.4	3	-4	-0.5	1	1.0	-1.0
COc1ccc(N(C(=O)CNC(=O)c2cccs2)C(C(=O)NCC2CCCO2)c2ccccc2)cc1 (configuration not stated)	-2	0.8	-0.9	2	3	-2.1	-3	1.2	0.9
COc1ccc(-c2cc(C(F)(F)F)n3ncc(C(=O)NCC4CCCO4)c3n2)cc1 (configuration not stated)	7	-1.1	-3.2	7	-11	-1.3	-7	.	-1.4
Cc1ccccc1NC(=S)N/N=C/C(C)c1ccccc1 (configuration not stated)	5	-1.8	-1.1	-1	-4	-1.8	-5	-0.1	-1.5
Cc1ccc(C)c(S(=O)(=O)Nc2ccc(C(=O)N3CCOCC3)cc2)c1	1	-0.2	0.3	-3	-7	-0.9	-4	.	.
CCN(CC(=O)Nc1ccccc1OC)C(=O)/C=C/c1cccs1	10	6.1	1.0	-3	?	-1.4	-1	0.0	-1.2
Cc1ccc([N+](=O)[O-])cc1NC(=O)C(C)Sc1nnc(C)n1CC1CCCO1 (configuration not stated)	-4	0.5	-1.8	0	4	-2.1	0	0.1	-0.8
COc1ccccc1C1CC2CCC(C1OC(C)=O)N2Cc1ccccc1 (configuration not stated)	3	.	-0.9	3	.	-0.4	.	0.4	-1.0
COc1ccc(CCN2CC(C(=O)NC3CCCCC3)CC2=O)cc1OC (configuration not stated)	-6	0.3	-3.4	-4	-2	-0.1	-2	0.2	-0.5
OC[C@@H]1CN(CCc2ccccc2)C[C@H](n2cnc3c(NCc4ccc(F)cc4)ncnc32)O1	8	-0.1	1.7	-2	-2	-2.9	-1	.	.
COc1ccc(N(CC(=O)NC2CCCCCC2)S(=O)(=O)c2c(C)nn(C)c2C)cc1	4	0.4	-2.0	1	5	-3.1	0	-0.5	1.2
CC(=O)OCC(=O)Nc1ccccc1OC(F)F	3	-0.6	.	-2	2	-4.2	1	-0.1	-1.6
CCOC(=O)N1CCC(N(C(=O)Nc2ccc(CC)cc2)C(C)CC)CC1 (configuration not stated)	-4	1.6	-0.4	-1	1	0.4	-2	-1.3	0.7
C=CCNC(=S)NN=C1CCC(c2ccccc2)CC1 (configuration not stated)	5	-1.9	-0.3	0	0	-2.6	1	-0.1	0.0
C/C(=N\NC(=S)Nc1ccc(C)c(C)c1)c1ccc(N2CCOCC2)cc1	21	-1.2	.	-3	-15	0.6	-5	-1.4	5.5
COc1ccc(C(=O)OCC(=O)NC23CC4CC(CC(C4)C2)C3)c(OC)c1OC	13	-0.8	0.7	1	-6	-1.2	-3	-0.2	1.5
CC(=O)C1C(=O)C=C(c2ccco2)CC1c1ccccc1 (configuration not stated)	25	-0.1	0.8	-4	-4	-0.1	-7	-0.4	-1.4
COC(=O)c1c(NC(=O)C2CC(=O)NN2Cc2ccccc2)sc(C)c1C (configuration not stated)	19	-0.4	1.3	3	-4	-2.3	6	1.3	7.1
COc1cccc(/C=N/n2c(N)c(S(=O)(=O)c3cccs3)c3nc4ccccc4nc32)c1	3	4.6	-1.3	3	4	1.5	-3	-0.5	-2.0
O=C(C1CCCO1)N1CCN(C(=S)Nc2ccc(Cl)cc2)CC1 (configuration not stated)	6	-0.5	2.5	2	-8	-2.3	3	-2.0	-1.0
Cc1cccc(CN2CCc3c([nH]c4ccccc34)C2)c1	7	1.5	0.9	4	-2	-1.4	-6	2.6	1.1
Cc1cc(C)cc(N(C(=O)CCC(=O)Nc2cc(C)on2)C(C(=O)NC2CCCC2)c2ccco2)c1 (configuration not stated)	-3	0.2	.	3	4	-3.1	-3	0.3	-0.4
Cc1ccc(NC(=O)CCC(=O)N/N=C/c2ccc([N+](=O)[O-])o2)cc1C	19	0.3	-0.7	2	5	-2.6	-5	0.3	-0.3
Cc1ccc(S(=O)(=O)N(C)C)cc1NC(=O)COC(=O)/C=C/c1ccc2c(c1)OCO2	14	0.0	0.8	13	2	-0.3	-3	-0.3	0.6
CCCN(CCC)Cc1cc(=O)oc2cc(C)c(C)cc12	.	0.2	0.0	4	-4	-3.7	-1	.	.
CCCCNC(=O)N1CCc2ccccc2C1	-1	-0.7	.	3	-4	-1.4	-4	0.7	-0.3
CC(=O)c1cc2c(cc1NC(=O)CCNC(=O)c1ccccc1Cl)OCO2	10	-0.1	-2.6	2	7	-0.7	-5	2.6	-0.9
Cc1ccc(NC(=O)CN2C(=O)NC3(CCCCC3)C2=O)cc1S(=O)(=O)N1CCOCC1	4	0.1	.	0	2	-0.7	-6	0.2	0.5
NS(=O)(=O)c1cnccc1Nc1cccc(Br)c1	1	-5.8	2.5	-1	?	-3.5	-5	-4.5	0.6
O=C(O)c1ccc(Cl)c(NC(=S)NC(=O)c2cccc(COc3ccccc3)c2)c1	4	-0.5	-0.4	-4	3	-4.1	-1	3.6	0.2
COc1cc(OC)c(-c2nnc(-c3ccc(OC)c(OC)c3OC)o2)cc1OC	21	-1.2	1.7	15	-3	-1.8	-4	-5.5	-0.7
